Bioassay records (PubChem BioAssay)
S1P3 antagonist: S1P3 (human) receptor antagonism; Q99500; CHO S1P3 NFAT-BLA reporter, FRET fluorescence, antagonist mode; inhibition, % at 4.98 µM; actives 0.27% (n = 170,000);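 active = inhibition above the plate cutoff, the mean inhibition of test wells on that plate plus 3 SD, cut at about 28% in these data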;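 also: cells challenged with S1P at its EC80 of 0.8 µM; blue over green emission ratio from cleaved BLA substrate after 4 h stimulation; 0% = S1P-stimulated wells and 100% = unstimulated DMSO-only wells; some compounds past the cut are filed as inactive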
RAM inhibit: inhibitors of the yeast RAM network; S. cerevisiae dse1pr::URA3 reporter, 5-FOA growth OD615, 2 d; analog-sensitive cbk1-as2 kinase mutant strain; actives 1.8% (n = 190,000); inhibition, % at 50 µM; AID 868;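 active = inhibition above a set limit, 3 SD over mean compound inhibition, cut at about 8.4% in these data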;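 also: 0% = DMSO-only wells with no growth and 100% = 10 µM 1-NA-PP1 full growth; inhibition rescues growth on 5-FOA so higher OD means more RAM inhibition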
L major viab: Leishmania major promastigote growth inhibition; Leishmania major promastigotes, resazurin fluorescence viability; inhibition, % at 10 µM; actives 9% (n = 200,000);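 also: promastigotes grown with compound for 44 hours at 28 °C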
Diaphorase act: counter-screen for diaphorase-based assays: diaphorase activators and chemical reducers; Diaphorase/resazurin coupled assay, resorufin fluorescence, 16 min; stronger effect = higher value; 1 = vehicle wells, 0 = NADH-free wells; activation factor at 20 µM; AID 1229; actives 0.005% (n = 190,000);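 active = diaphorase activity raised at least twofold by the compound at 20 µM; inactive = activation factor below 2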
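Test system: Clostridium kluyveri diaphorase, purified enzyme; input: enzyme 0.07 U/mL final; buffer or medium: 50 mM HEPES pH 7.4 with 4.542 mM MgCl2, 0.005% Tween 20; also added: 0.114 mM NADH and 0.1 mM resazurin, final amounts; schedule: 16 min enzyme reaction, ambient temperature; technique: fluorescence of resorufin, 544 nm excitation, 590 nm emission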
TLR4-MyD88 BLA: inhibitors of human TLR4-MyD88 binding | O00206+Q99836 | HeLa CL3-4 TLR4/MyD88 BLA complementation, FRET ratio | inhibition, % at 8.4 µM | AID 861 | actives 0.18% (n = 200,000); in the data active = inhibition above about 25%;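 also: 0% = vehicle and 100% = reference inhibitor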
Target sequence (O00206 whole entry, looked up): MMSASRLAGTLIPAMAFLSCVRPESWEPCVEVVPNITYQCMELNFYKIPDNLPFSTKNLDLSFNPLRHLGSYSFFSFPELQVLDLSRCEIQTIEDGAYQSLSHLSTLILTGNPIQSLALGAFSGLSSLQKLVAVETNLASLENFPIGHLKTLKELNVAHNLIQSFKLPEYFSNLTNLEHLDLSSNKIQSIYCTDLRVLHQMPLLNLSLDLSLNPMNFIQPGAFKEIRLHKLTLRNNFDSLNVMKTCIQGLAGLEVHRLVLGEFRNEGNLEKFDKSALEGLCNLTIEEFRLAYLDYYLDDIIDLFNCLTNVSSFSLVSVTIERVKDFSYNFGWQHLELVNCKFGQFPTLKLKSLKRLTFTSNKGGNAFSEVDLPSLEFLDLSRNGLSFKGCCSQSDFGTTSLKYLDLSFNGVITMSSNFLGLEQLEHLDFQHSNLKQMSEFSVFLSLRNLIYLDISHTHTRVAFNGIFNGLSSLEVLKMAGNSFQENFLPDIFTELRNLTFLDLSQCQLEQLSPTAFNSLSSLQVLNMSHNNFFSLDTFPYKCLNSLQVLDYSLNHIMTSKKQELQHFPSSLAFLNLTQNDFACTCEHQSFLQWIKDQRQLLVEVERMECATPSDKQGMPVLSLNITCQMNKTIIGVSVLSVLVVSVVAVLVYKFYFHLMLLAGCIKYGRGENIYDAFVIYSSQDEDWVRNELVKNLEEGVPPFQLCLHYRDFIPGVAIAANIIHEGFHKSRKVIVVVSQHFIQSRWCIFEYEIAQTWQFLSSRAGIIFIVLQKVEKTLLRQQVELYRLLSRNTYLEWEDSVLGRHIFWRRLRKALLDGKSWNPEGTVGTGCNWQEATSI
Target sequence (Q99836 whole entry, looked up): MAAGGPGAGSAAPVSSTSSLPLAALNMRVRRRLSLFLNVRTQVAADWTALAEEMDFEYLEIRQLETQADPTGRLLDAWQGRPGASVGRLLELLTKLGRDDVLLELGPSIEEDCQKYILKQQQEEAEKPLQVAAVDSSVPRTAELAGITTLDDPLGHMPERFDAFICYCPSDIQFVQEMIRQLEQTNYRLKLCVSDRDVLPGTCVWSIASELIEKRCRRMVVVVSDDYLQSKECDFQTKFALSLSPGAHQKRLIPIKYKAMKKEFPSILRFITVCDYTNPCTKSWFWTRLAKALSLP
Redox H2O2 prof: compounds producing H2O2 with reducing agent – biochemical, NIH compound library profiling, artefact control for MLSCN library redox annotation, primary screen | DTT-dependent redox cycling H2O2, phenol red/HRP absorbance; 100% = 100 µM peroxide control, 0% = buffer | activation, % at 10 µM | actives 0.03% (n = 200,000) | AID 878;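 active = activation of at least 50% relative to the plate's high and low controls in the primary single-dose screen; inactive = activation below 50%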;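 also: compound incubated with DTT at 0.8 mM final as the reducing agent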
G6PDH counter: counter-screen for G6PDH assay hits: L. mesenteroides G6PDH inhibition; Purified L. mesenteroides G6PDH, diaphorase/resazurin coupled fluorescence, 45 min; actives 0.12% (n = 200,000); AID 1020; inhibition, % at 5 µM
Hsp70 activator: transcriptional activators of Hsp70 | HeLa Hsp70 promoter luciferase reporter, luminescence; scaled: vehicle 0, proteasome-inhibitor control 100% | actives 0.04% (n = 200,000) | AID 1203 | activation, % at 10 µM;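 active = activation above the mean across all tested compounds plus 3 SD, cutoff set per campaign, cut at about 5.5% in these data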;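 also: 100% = MG132 at 30 µM as the positive control and 0% = DMSO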
PMI act hi M6P: PMI (human) activation, high substrate. coupled PMI enzyme assay, resazurin fluorescence, 20 min; stronger effect = higher value; 1 = untreated enzyme, 0 = substrate-free blank. activation factor at 20 µM. actives 0.34% (n = 190,000);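 active = activation factor of 2 or more at 20 µM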
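test system = human PMI in coupled enzyme assay | medium = HEPES-buffered pH 7.4 with magnesium and detergent | also added = 1.0 mM mannose-6-phosphate substrate with 0.22 mM NADP+ | compound = 20 µM single dose | times = 20 min incubation at room temperature | measured by = resorufin fluorescence (Ex 544/Em 590 nm) from resazurin via diaphorase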
PMI activator: phosphomannose isomerase (human) activation; P34949; actives 0.005% (n = 190,000); activation factor at 20 µM; purified human PMI, coupled resazurin fluorescence, 20 min; stronger effect = higher value; 1 = vehicle control, 0 substrate-free wells;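 active = activation factor of 2 or more at 20 µM, relative to plate controls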
Diaphorase inh: inhibits diaphorase or chemically oxidizes, flagging diaphorase assay artifacts; diaphorase resazurin-to-resorufin fluorescence, NADH, 16 min; bacterial (C. kluyveri) enzyme, not human; inhibition, % at 20 µM; actives 0.69% (n = 190,000);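 active = primary screen inhibition at 20 µM above a set limit, cut at about 50% in these data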;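 also: plate controls were DMSO with full reaction for no effect and wells lacking NADH for full effect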
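controls = No-NADH positive control and DMSO neutral control | system = Clostridium kluyveri diaphorase enzyme | timing = reaction incubation of 16 min at room temperature | signal = resorufin fluorescence 544/590 nm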
Numbers without * were called inactive; / = not tested or not shown. Rule as the data show it, unless noted: active = inhibition above about 50%; inactive = the rest. The order is random. Share with any hit: about 12%.

SMILES | S1P3 antagonist | RAM inhibit | L major viab | Diaphorase act | TLR4-MyD88 BLA | Redox H2O2 prof | G6PDH counter | Hsp70 activator | PMI act hi M6P | PMI activator | Diaphorase inh
CCOc1ccc(NC(=O)Cc2ccccc2)c([N+](=O)[O-])c1 | -7 | 0.9 | 0 | 0.9 | -3 | 0.4 | -6 | -0.2 | 1 | 1 | 8
Cc1cc(-c2ccccc2)c2nncn2n1 | 0 | 1.6 | -4 | 1 | -2 | -3.0 | 18 | -0.3 | 1 | 0.9 | 1
CCOc1ccccc1C1CC(=O)Nc2cc(OC)c(OC)c(OC)c21 (stereo unspecified) | / | 0.1 | -4 | 0.9 | 12 | 1.0 | 9 | -0.3 | 0.9 | 0.9 | 6
COc1ccc(OC)c(C(=O)CSc2nc3ccccc3n2CC(=O)NC(C)(C)C)c1 | / | 7.5 | 61* | 1 | 18 | 0.1 | 2 | -0.5 | 1 | 1 | 5
Cc1cc(C)c(NC(=O)/C(=C/c2ccco2)c2ccccc2)c(C)c1 | / | 3.7 | 59* | 0.9 | -2 | 1.1 | 0 | -0.2 | 1 | 1 | 8
COc1ccccc1Oc1cc(C#N)c(C#N)cc1-n1nnc2ccccc21 | 7 | 3.0 | 98* | 0.8 | -5 | -1.2 | 5 | -0.1 | 1 | 1.1 | 18
CCCc1nc2ccccc2c(C(=O)OCC(=O)Nc2c(C)n(C)n(-c3ccccc3)c2=O)c1CC | 6 | 0.4 | -3 | 0.7 | -1 | 0.6 | 7 | -0.5 | 0.9 | 0.8 | 27
CCOC(=O)C1=C(C)OC(N)=C(C#N)C1c1ccoc1 (stereo unspecified) | 14 | 0.6 | -2 | 0.9 | 2 | -0.3 | -1 | -0.3 | 0.9 | 0.9 | 14
COC(=O)CN(c1ccc(F)cc1)S(=O)(=O)c1ccc2c(c1)OCCO2 | 15 | 1.5 | -2 | 1 | -19 | 4.8 | 2 | -0.3 | 1.1 | 1 | -1
CSCCC(NC(=O)c1ccco1)C(=O)OCC(=O)Nc1sccc1C#N (stereo unspecified) | 33 | 0.8 | 5 | 0.9 | -8 | 2.7 | 1 | 0.0 | 1 | 1.1 | 13
CC1(C)NC(=O)N(CC(O)COc2ccccc2[N+](=O)[O-])C1=O (stereo unspecified) | -8 | 1.0 | -5 | 0.9 | 8 | -0.5 | 4 | -0.4 | 0.9 | 1 | 15
Cc1cc(C)n2nc(C(=O)N3CCOCC3)nc2n1 | -28 | 1.8 | -2 | 1 | -6 | 0.1 | 8 | -0.1 | 1 | 1 | -1
CCCCC[C@H](O)/C=C/[C@@H]1[C@@H](C/C=C\CCCC(=O)O)[C@H]2CO[C@@H]1C2 | -7 | 0.8 | -7 | 0.9 | 6 | 0.5 | 5 | 0.0 | 1.1 | 1.1 | 10
Cc1nn(-c2ccccc2)c(C)c1/C=N/NC(=O)CSc1nnc(SCc2ccccc2Cl)s1 | -3 | 5.7 | 11 | 0.9 | -1 | -0.3 | 12 | -0.2 | 1 | 1 | 12
COc1ccc(S(=O)(=O)N2CCCCC2)cc1NC(=O)c1ccc(=O)[nH]c1 | -10 | 2.3 | -1 | 0.9 | 8 | 0.7 | 8 | 0.2 | 0.9 | 1 | 9
COc1ccccc1NC(=S)NC(NC(=O)CC(C)C)C(Cl)(Cl)Cl (stereo unspecified) | -12 | 3.7 | -1 | 1.1 | -17 | -0.1 | 16 | -0.5 | 1 | 0.9 | -8
CC(C)NC(=O)c1onc(CSc2ccc(F)c(F)c2)c1C(=O)O | / | 1.6 | -6 | 1 | 5 | 1.4 | 7 | -0.2 | 1.7 | 1.1 | -1
Nc1nnnn1/N=C/C=C/c1ccccc1 | -24 | 1.8 | -9 | 0.9 | 8 | -2.5 | 6 | -0.1 | 1 | 1 | 11
Cc1ccc(CNC(=O)C2CC(=O)N(C3CCCCCCC3)C2)cc1 (stereo unspecified) | 4 | 2.0 | -7 | 0.9 | -6 | -2.4 | 1 | -0.2 | 1 | 0.9 | 9
COCCn1c(C)cc(C(=O)CSc2ncnc3sc4c(c23)CCC4)c1C | -9 | 0.0 | -5 | 0.9 | -3 | 0.0 | 9 | -0.6 | 0.9 | 0.8 | 12
Cc1sc2ncnc(SCC(=O)Nc3nc(-c4ccc(F)c(F)c4)cs3)c2c1C | 5 | 5.4 | 3 | 1.2 | -8 | 0.0 | -5 | 0.2 | 1.1 | 1.1 | -20
COc1ccc(-c2nnc(SCC(=O)c3ccc[nH]3)n2-c2ccccc2)cc1 | -3 | 4.5 | -1 | 0.8 | 5 | -0.3 | -4 | -0.2 | 0.9 | 1 | 18
COCCSc1ccccc1C(=O)N1CCOCC1 | / | 2.3 | -4 | 0.9 | -2 | -0.1 | 5 | -0.3 | 1 | 0.9 | 9
CCOC(=O)c1sc(=S)n(-c2ccccc2)c1N | / | 1.0 | -1 | 1 | -3 | 1.7 | 7 | 0.3 | 1 | 1 | 0
CCO/C=C1/C(=O)N(C(C)=O)c2ccccc21 | / | 0.8 | -10 | 1.1 | 7 | -2.4 | 4 | -0.1 | 2.6* | 1.7 | -7
Cc1nnc(Sc2nc3c(c(=O)[nH]c(=O)n3C)n2CCCc2ccccc2)s1 | 1 | 0.6 | -4 | 0.9 | -10 | 0.2 | -1 | -0.1 | 1.1 | 1 | 11
O=C1NCCCc2nonc21 | 7 | -0.4 | -4 | 0.9 | -3 | 2.2 | 0 | -0.3 | 0.9 | 1 | 12
CCCCC(O)CN1CCC(c2ccccc2)CC1 (stereo unspecified) | / | 0.8 | 93* | 0.9 | 3 | 0.2 | 3 | 0.2 | 1 | 1 | 15
COc1ccc(C2(C(=O)NCc3ccco3)CCCC2)cc1OC | / | 2.2 | -3 | 0.9 | -3 | -0.3 | 6 | 0.2 | 1 | 1.1 | 9
COc1cccc(CNC(=O)C2CCCN(c3nc4ccccc4o3)C2)c1 (stereo unspecified) | -53 | 6.3 | 6 | 1 | 1 | -2.9 | 7 | -0.1 | 1.1 | 1 | -4
CSc1nn(-c2ccc(C(=O)OCC(=O)NC(=O)NC(C)C)cc2)c(=S)s1 | -12 | 3.8 | -1 | 0.8 | -6 | -0.1 | 14 | -0.4 | 0.9 | 0.9 | 17
CN(C)/C=C/C(=O)c1ccncc1 | -5 | 1.9 | -3 | 1 | -1 | -0.7 | 6 | -0.5 | 1.1 | 1.1 | 2
CCNC(=S)N(Cc1cc2c(C)ccc(C)c2[nH]c1=O)C1CCCC1 | -6 | 4.0 | 67* | 0.7 | -3 | -0.3 | 14 | -0.3 | 0.9 | 0.9 | 25
O=C(CNS(=O)(=O)c1ccc2ccccc2c1)OCc1nnc(-c2ccccc2)o1 | / | 1.1 | -6 | 0.8 | 9 | 0.1 | 2 | -0.6 | 0.9 | 0.9 | 16
CCOC(=O)Cc1nnc(-c2ccccc2)o1 | -13 | -0.8 | -6 | 0.9 | 1 | -1.6 | -2 | -0.1 | 0.6 | 0.8 | 12
CCOC(=O)c1c(C)[nH]c(C2=NNC(=NC3CC3)SC2)c1C | -4 | 2.8 | 1 | 0.9 | 19 | -1.7 | 5 | 0.2 | 0.8 | 0.8 | 8
CN1CCN(CC#CC(C)(O)C2CC3C=CC2C3)CC1 (stereo unspecified) | -52 | 0.0 | -7 | 0.6 | 16 | -0.5 | 2 | -0.4 | 0.9 | 0.8 | 45
CCOC(=O)c1cccc(NC(=O)CSc2nnc(CNc3ccc(C)cc3)n2CC)c1 | -65 | 0.6 | 27 | 0.8 | 1 | -0.1 | -1 | 0.1 | 0.9 | 1 | 16
CCOC(=O)c1nn(-c2ccccc2C)c2nc(Nc3ccccc3)cc(=O)n12 | -6 | 8.4* | -4 | 1 | 6 | -0.5 | 14 | -0.2 | 1 | 1.1 | 5
CCc1nc(C#N)c(N2CCOCC2)o1 | -6 | -0.1 | -4 | 1 | 0 | 0.5 | 2 | -0.3 | 1.1 | 1 | 0
O=C(Nc1ccccc1[N+](=O)[O-])c1cccnc1Cl | -8 | 1.2 | -5 | 1 | -25 | -0.4 | 7 | -0.4 | 0.9 | 1.1 | 4
Cc1[nH]c2c(Cl)cccc2c1CCNC(=O)C1CCCCC1C(=O)OCC(F)(F)F (stereo unspecified) | 8 | 3.5 | 7 | 0.9 | 4 | -0.1 | -10 | -0.3 | 1.1 | 0.9 | 8
O=C(CCCN1C(=O)c2ccccc2C1=O)NCCC1=CCCCC1 | -8 | 4.8 | -6 | 0.9 | 10 | 1.6 | 12 | 0.0 | 0.8 | 0.8 | 13
Cc1ccc(S(=O)(=O)N2CCC(=O)N(C(COCc3ccc(Cl)c(Cl)c3)Cc3ccccc3)CC2)cc1 (stereo unspecified) | -24 | 12* | 15 | 0.8 | -9 | 4.4 | 16 | 0.1 | 0.9 | 0.9 | 18
COc1cc(C(=O)NCCC(=O)NCCCN2CCCCC2)cc(OC)c1OC | -60 | 1.4 | -4 | 0.9 | 0 | -0.6 | 3 | -0.2 | 0.9 | 0.9 | 7
COCc1nc2ccccc2n1CCOc1ccccc1OC | -10 | 2.2 | 3 | 1 | -4 | 1.9 | 0 | 0.1 | 1 | 1 | -2
COc1ccc(NC(=O)N2CCc3ccccc32)cc1 | / | 1.1 | 0 | 0.9 | -4 | 0.1 | 0 | -0.6 | 1 | 1 | 12
CCCc1nn(C(=O)c2ccccc2)c2c1C(=O)CC(C)(C)C2 | / | -0.5 | -2 | 0.9 | -6 | 0.4 | 12 | -0.2 | 1 | 0.9 | 10
CN(c1ccccc1C(=O)O)S(=O)(=O)c1ccc2c3c(cccc13)C(=O)N2 | 36 | 0.4 | -5 | 0.8 | 14 | 0.2 | 11 | -0.3 | 0.7 | 1 | 24

A stretch taken from the entries so far, for reference:
SMILES | S1P3 antagonist | RAM inhibit | L major viab | Diaphorase act | TLR4-MyD88 BLA | Redox H2O2 prof | G6PDH counter | Hsp70 activator | PMI act hi M6P | PMI activator | Diaphorase inh
COc1cc(C(=O)NCCC(=O)NCCCN2CCCCC2)cc(OC)c1OC | -60 | 1.4 | -4 | 0.9 | 0 | -0.6 | 3 | -0.2 | 0.9 | 0.9 | 7
COCc1nc2ccccc2n1CCOc1ccccc1OC | -10 | 2.2 | 3 | 1 | -4 | 1.9 | 0 | 0.1 | 1 | 1 | -2
